IP6K1 inh – inhibitors of human IP6K1; Q92551; IP6K1 kinase, ADP-Glo luminescence, 2 h; stronger effect = lower value; activity change, % (series mostly up to about 58 µM); 140,000 tested, 0.81% active; in the data active = activity change below about -25%
Target sequence (Q92551 whole entry, looked up): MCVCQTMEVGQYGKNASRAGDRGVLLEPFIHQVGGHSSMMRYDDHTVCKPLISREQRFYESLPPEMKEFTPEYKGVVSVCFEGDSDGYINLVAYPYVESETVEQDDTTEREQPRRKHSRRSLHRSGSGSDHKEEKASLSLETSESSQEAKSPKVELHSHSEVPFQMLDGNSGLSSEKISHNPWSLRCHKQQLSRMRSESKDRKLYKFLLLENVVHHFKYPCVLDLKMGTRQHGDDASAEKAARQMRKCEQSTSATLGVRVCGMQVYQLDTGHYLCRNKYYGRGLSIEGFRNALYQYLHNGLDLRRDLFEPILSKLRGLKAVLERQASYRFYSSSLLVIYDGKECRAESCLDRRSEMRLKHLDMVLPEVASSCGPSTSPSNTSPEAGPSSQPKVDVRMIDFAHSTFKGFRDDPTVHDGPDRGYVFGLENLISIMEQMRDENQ
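ADP-Glo luminescence measures ADP made by human IP6K1 during a 2 h RT reaction with ATP/IP6 (mix at 1.3 mM/130 uM); top library doses 57.5 and 19.1 uM final.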
3T3 cytotox – kills NIH 3T3 cells | AID 1345082 | Potency, µM (doses to about 96.7 µM), without a hit: at the highest dose activity change, negative = cytotoxicity, usual class: inhibitors | 94,000 tested, 4.3% active | NIH 3T3 viability, CellTiter-Glo ATP luminescence, 48-72 h; note: potency is the fitted concentration of half-maximal effect; nearly all actives have a fitted effect of over 55% in size
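Luminescent ATP readout (CellTiter-Glo, 10 min RT) after 48 or 72 hr compound exposure of NIH 3T3 cells seeded at 400 cells/well in 1536-well format; quantitative HTS.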
SNCA expr inhib – reduces expression of the alpha-synuclein gene | HEK-293 SNCA-luciferase knock-in, luminescence, 24 h | Potency, µM (doses to about 57.2 µM), without a hit: top-dose activity change, negative = inhibition, most hits filed as inhibitors | 140,000 tested, 0.17% active | AID 1671194;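 note: potency is the fitted concentration of half-maximal effect; plate controls were DMSO cells for no effect and cell-free wells for full effect; nearly all actives have a fitted effect of over 45% in size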
HEK cytotox – kills HEK 293 cells. 94,000 tested, 6.6% active. Potency, µM (highest dose often 115 µM), for the others: at the top dose activity change, negative = cytotoxicity, actives largely listed as inhibitors. HEK 293 viability, ATP luminescence (CellTiter-Glo), 48-72 h; note: potency is the fitted concentration of half-maximal effect; nearly all actives have a fitted effect of over 60% in size
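CellTiter-Glo luminescence (cellular ATP) was read after 48 or 72 hr of compound exposure at 37 degree Celsius. Cells were HEK 293 plated at 250 cells/well.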
FLuc inh – inhibitors of firefly (Photinus pyralis) luciferase. purified P. pyralis luciferase, luminescence, biochemical. Potency, µM (top dose mostly 115 µM), inactives show at the highest dose activity change, negative = inhibition, usual class: inhibitors. 76,000 tested, 2.5% active; note: potency is the fitted concentration of half-maximal effect; nearly all actives have a fitted effect of over 65% in size
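Luminescence read by CCD imager after adding enzyme (10nM final) to wells holding compound, titrated in qHTS. Substrates 10uM each D-luciferin and ATP; buffer 50mM Tris acetate pH 7.5, 10mM Mg acetate, Tween-20, BSA.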
GPT2 inhibitor – inhibitors of human GPT2 alanine aminotransferase | Q8TD30 | Recombinant GPT2, coupled pyruvate oxidase/HRP Amplex Red fluorescence | Potency, µM (titrated, usually from 57.7 µM), without a hit: at the top dose activity change, negative = inhibition, usual class: inhibitors | 100,000 tested, 0.25% active; note: potency is the fitted concentration of half-maximal effect; nearly all actives have a fitted effect of over 60% in size; many of its hits are not listed in these tables
Target sequence (Q8TD30 whole entry, looked up): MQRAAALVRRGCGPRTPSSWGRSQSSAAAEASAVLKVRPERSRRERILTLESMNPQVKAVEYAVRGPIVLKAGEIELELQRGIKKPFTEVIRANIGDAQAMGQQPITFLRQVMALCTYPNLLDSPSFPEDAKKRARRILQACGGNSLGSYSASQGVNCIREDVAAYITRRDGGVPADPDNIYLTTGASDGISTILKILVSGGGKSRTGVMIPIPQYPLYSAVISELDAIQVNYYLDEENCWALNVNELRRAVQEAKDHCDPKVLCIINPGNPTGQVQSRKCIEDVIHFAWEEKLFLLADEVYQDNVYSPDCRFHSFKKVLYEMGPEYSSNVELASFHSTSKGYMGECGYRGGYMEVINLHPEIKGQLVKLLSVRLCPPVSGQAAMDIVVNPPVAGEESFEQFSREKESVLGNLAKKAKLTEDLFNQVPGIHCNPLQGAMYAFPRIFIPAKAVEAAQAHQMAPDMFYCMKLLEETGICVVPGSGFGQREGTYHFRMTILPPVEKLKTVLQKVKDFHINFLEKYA
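Fluorescence of coupled pyruvate oxidase/HRP/Amplex Red system (50uM Amplex, 30 min, dark) reports pyruvate formed by GPT2. Enzyme reaction: 10ng/uL GPT2, 2mM L-alanine, 250uM a-KG, 30 min room temperature, pH 7.5; 50uM AOA control.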
HEK293 viab – counter-screen for SNCA expression inhibitors: cell viability | HEK-293-SNCA-luc viability, GF-AFC fluorescence, 24 h | Potency, µM (doses to about 57.1 µM), without a hit: top-dose activity change, negative = cytotoxicity, actives largely listed as cytotoxic | 150,000 tested, 0.12% active;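 note: potency is the fitted concentration of half-maximal effect; 0% = DMSO-treated cells and -100% = medium-only wells without cells; nearly all actives have a fitted effect of over 30% in size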
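Cytotoxicity counterscreen: after 24 h compound treatment of genome-edited SNCA-luciferase HEK-293 cells, live-cell protease substrate GF-AFC read by fluorescence after 30 min; activity scaled between DMSO (0%) and medium-only (-100%), curves Hill-fitted.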
Numbers without * were called inactive; [ ] = dose if it differs, or a comment. Unless noted, calls come from the whole dose curve; as a rule, active = well fitted curve in the direction sought with a large enough effect; inconclusive = small, poorly fitted or top-dose-only effect, or another doubt; inactive = no such curve, though single readings can be large; an effect the other way counts as inactive or inconclusive. Unless noted, % is set by controls: 0 for no effect and ±100 for the full control effect.

For Cc1ccc(C)c(S(=O)(=O)N2CCC(n3cnnc3C(C)C)CC2)c1 the results were IP6K1 inh 3, 3T3 cytotox -22%, SNCA expr inhib inconclusive, HEK cytotox inconclusive, FLuc inh 2%, GPT2 inhibitor inactive and HEK293 viab 5%.
Screening COc1ccc(-c2nc(C)c(CCNS(=O)(=O)c3ccc(F)cc3)s2)cc1OC returned IP6K1 inh -6, SNCA expr inhib 41%[activator] and HEK293 viab -28%.
For O=C(CCn1ccn2nc3c(c2c1=O)CCCC3)Nc1cccc(F)c1 the results were IP6K1 inh 0, 3T3 cytotox -19%, SNCA expr inhib 0%, HEK cytotox inconclusive, FLuc inh -12%, GPT2 inhibitor inactive and HEK293 viab -2%.
Screening CCc1ccc(NC(=O)CSc2nc(C)c(C(=O)Nc3ccc(Cl)cc3)c(-c3ccc(OC)cc3)c2C#N)cc1 returned IP6K1 inh -11, SNCA expr inhib -2% and HEK293 viab 0%.
For CC(=O)NCC(=O)N1CCC(c2cc(-c3ccc(F)cc3)n[nH]2)CC1 the results were IP6K1 inh 3, 3T3 cytotox -6%, SNCA expr inhib 12%, HEK cytotox -4%, FLuc inh 4%, GPT2 inhibitor 4% and HEK293 viab 7%.
`O=C(c1cccc(F)c1)N1CCCC(CN2CCOCC2)CC1` (stereo not drawn) gave IP6K1 inh -9, 3T3 cytotox -2%, SNCA expr inhib -20%, HEK cytotox inactive, FLuc inh 6%, GPT2 inhibitor inactive and HEK293 viab -7%.
For CCCCn1c(CN(C)C(C)c2ccccc2OC)cnc1S(=O)(=O)CC (stereo not drawn) the results were IP6K1 inh 8, 3T3 cytotox inconclusive, SNCA expr inhib inconclusive, HEK cytotox inconclusive, FLuc inh 0%, GPT2 inhibitor inactive and HEK293 viab 2%.
CCC(C)NC(=O)c1ccccc1-c1ccc(OC)nn1 (stereo not drawn) was read as IP6K1 inh 10, 3T3 cytotox -16%[138 µM] and HEK cytotox -11%[172 µM].
For CC(=O)NCc1nc2cccnc2n1Cc1ccccc1 the results were IP6K1 inh 7, SNCA expr inhib 43%[activator] and HEK293 viab 7%.
`Clc1ccccc1C1(c2ccnc(NCCn3cccn3)n2)CCNCC1` gave IP6K1 inh -6, 3T3 cytotox -11%, SNCA expr inhib -20%, HEK cytotox inconclusive, FLuc inh 3%, GPT2 inhibitor -14% and HEK293 viab -12%.
COCCOC1CN(C2CCNCC2)C12CCCCC2 (stereo not drawn) was read as IP6K1 inh 22, 3T3 cytotox inconclusive, SNCA expr inhib 14%, HEK cytotox -29%, FLuc inh 4%, GPT2 inhibitor -5% and HEK293 viab -11%.
O=C(NC1CCN(c2ccc3nnc(-c4ccccc4)n3n2)C1)C1CC1 (stereo not drawn) was read as IP6K1 inh -6, 3T3 cytotox inconclusive and HEK cytotox inconclusive.
`Cc1ccc(C(=O)N2CCC(n3cc(-c4nc(C5CC5)no4)nn3)C2)cc1` (stereo not drawn) gave IP6K1 inh 11, 3T3 cytotox -31%, SNCA expr inhib 1%, HEK cytotox inconclusive, FLuc inh -9%, GPT2 inhibitor inactive and HEK293 viab -17%.
Cc1ccc(CNC2CN(C(=O)OC(C)(C)C)C2)nc1 was read as IP6K1 inh 13, 3T3 cytotox -10%[138 µM], SNCA expr inhib 34%[activator][87.6 µM], HEK cytotox inactive, GPT2 inhibitor -20%[88.5 µM] and HEK293 viab -2%[87.6 µM].
For Cn1cccc1C(=O)N1CC(Oc2ccc(-c3nc(-c4ccccc4)no3)cc2)C1 the results were IP6K1 inh 8, 3T3 cytotox -27%, SNCA expr inhib 18%, HEK cytotox inconclusive, FLuc inh inconclusive, GPT2 inhibitor inactive and HEK293 viab -7%.
For COc1cc(NC(=O)O[C@@H]2CC[C@]3(C)C(CC[C@@H](O)[C@H]3CC(=O)N3CC[C@H](NC(C)=O)C3)[C@]2(C)CO)cc(OC)c1 (stereo partly drawn) the results were IP6K1 inh -13, 3T3 cytotox inactive, SNCA expr inhib 28%, HEK cytotox 0%, FLuc inh 2%, GPT2 inhibitor -1% and HEK293 viab 6%.
Screening O=C(c1cc(-c2ccc(Cl)cc2)n[nH]1)N1CCN(S(=O)(=O)c2ccc(Br)s2)CC1 returned IP6K1 inh -14, SNCA expr inhib -25% and HEK293 viab 3%.
O=C(CSc1nc2ccccc2c(=O)n1-c1ccccc1)Nc1ccc2c(c1)CCC2 was read as IP6K1 inh 7, GPT2 inhibitor inactive and HEK293 viab inconclusive.
For Cc1ccccc1NC(=O)c1cc2cn(C(C)C)cc2s1 the results were IP6K1 inh 0, 3T3 cytotox -27%, SNCA expr inhib 3%, HEK cytotox inconclusive, FLuc inh -14%, GPT2 inhibitor 5% and HEK293 viab -12%.
`CCC1(N2CCN(C(=O)c3ccc(F)c(Cl)c3)CC2)CCN(C(=O)NC)C1` (stereo not drawn) gave IP6K1 inh -5, 3T3 cytotox -8%, SNCA expr inhib 5%, HEK cytotox inconclusive, FLuc inh -22%, GPT2 inhibitor 4% and HEK293 viab 5%.
`COc1ccc(NC(=O)c2cc(-c3ccccc3F)no2)cc1` gave IP6K1 inh 5, SNCA expr inhib 21% and HEK293 viab 12%.
For O=C(N[C@H]1CO[C@H]2[C@@H]1OC[C@@H]2n1cc(CC2CCCCC2)nn1)C1CC1 the results were IP6K1 inh -9, 3T3 cytotox 32µM*, SNCA expr inhib -9%[87.6 µM], HEK cytotox -27%[172 µM], FLuc inh -1%[172 µM], GPT2 inhibitor -8%[88.5 µM] and HEK293 viab -6%[87.6 µM].
Screening Cc1ccc(-c2ccc3nnc(CNC(=O)COc4ccccc4)n3n2)cc1 returned IP6K1 inh -4, 3T3 cytotox -9%, SNCA expr inhib 7%, HEK cytotox -6%, FLuc inh 0%, GPT2 inhibitor inactive and HEK293 viab 2%.
For CSc1ccc(-c2cccc(CN3CCC(N[S+](C)(=O)[O-])CC3)c2)cc1 the results were IP6K1 inh 5, 3T3 cytotox inconclusive and HEK cytotox inconclusive.

For convenience, some entries already given:
For Cc1ccccc1NC(=O)c1cc2cn(C(C)C)cc2s1 the results were IP6K1 inh 0, 3T3 cytotox -27%, SNCA expr inhib 3%, HEK cytotox inconclusive, FLuc inh -14%, GPT2 inhibitor 5% and HEK293 viab -12%.
`CCC1(N2CCN(C(=O)c3ccc(F)c(Cl)c3)CC2)CCN(C(=O)NC)C1` (stereo not drawn) gave IP6K1 inh -5, 3T3 cytotox -8%, SNCA expr inhib 5%, HEK cytotox inconclusive, FLuc inh -22%, GPT2 inhibitor 4% and HEK293 viab 5%.
`COc1ccc(NC(=O)c2cc(-c3ccccc3F)no2)cc1` gave IP6K1 inh 5, SNCA expr inhib 21% and HEK293 viab 12%.
For O=C(N[C@H]1CO[C@H]2[C@@H]1OC[C@@H]2n1cc(CC2CCCCC2)nn1)C1CC1 the results were IP6K1 inh -9, 3T3 cytotox 32µM*, SNCA expr inhib -9%[87.6 µM], HEK cytotox -27%[172 µM], FLuc inh -1%[172 µM], GPT2 inhibitor -8%[88.5 µM] and HEK293 viab -6%[87.6 µM].
Screening Cc1ccc(-c2ccc3nnc(CNC(=O)COc4ccccc4)n3n2)cc1 returned IP6K1 inh -4, 3T3 cytotox -9%, SNCA expr inhib 7%, HEK cytotox -6%, FLuc inh 0%, GPT2 inhibitor inactive and HEK293 viab 2%.
For CSc1ccc(-c2cccc(CN3CCC(N[S+](C)(=O)[O-])CC3)c2)cc1 the results were IP6K1 inh 5, 3T3 cytotox inconclusive and HEK cytotox inconclusive.

Further structures follow:
CC(C)(C)NC(=O)N1C[C@@H](Oc2cccnc2)C[C@H]1C(=O)N1CCCC1 was read as IP6K1 inh 4, 3T3 cytotox -24%, SNCA expr inhib -2%, HEK cytotox -14%, FLuc inh -2%, GPT2 inhibitor 2% and HEK293 viab -7%.
For Cn1c(CNC(=O)CC2CCN(S(C)(=O)=O)C2)nc2ccccc21 (stereo not drawn) the results were IP6K1 inh 18, 3T3 cytotox inconclusive, SNCA expr inhib -11%, HEK cytotox inconclusive, FLuc inh -5%, GPT2 inhibitor inactive and HEK293 viab 12%[12.5 µM].
CS(=O)(=O)c1ccc2nc(NC(=O)CS(=O)(=O)c3ccc(Cl)cc3)sc2c1 was read as IP6K1 inh 11, SNCA expr inhib -22% and HEK293 viab 0%.
For COc1cccc(CNC(=O)CCc2c(C)nc3c(c(C)nn3-c3ccc(C)c(C)c3)c2C)c1 the results were IP6K1 inh 3, SNCA expr inhib 3% and HEK293 viab 13%.
For Cc1noc(-c2ccn3c(CNC(=O)COc4ccccc4)nnc3c2)n1 the results were IP6K1 inh 24, 3T3 cytotox 1%, SNCA expr inhib -3%, HEK cytotox inactive, FLuc inh -1%, GPT2 inhibitor inactive and HEK293 viab -2%.
COc1ccccc1N1CCN(c2ncncc2-c2nc(-c3ccccc3)no2)CC1 was read as IP6K1 inh -13, 3T3 cytotox -24%, SNCA expr inhib 28%, HEK cytotox inconclusive, FLuc inh -17%, GPT2 inhibitor inactive and HEK293 viab 10%.
CCN(CCCNC(=O)CC1=C2CCCCC2NC1=O)c1ccccc1 (stereo not drawn) was read as IP6K1 inh 7, 3T3 cytotox -2%, SNCA expr inhib -4%, HEK cytotox 1%, FLuc inh 5%, GPT2 inhibitor inactive and HEK293 viab -11%.
Cc1ccc(Cl)cc1NC(=O)c1csnn1 was read as IP6K1 inh -37*, SNCA expr inhib -13% and HEK293 viab -4%.
For O=C(CSc1nc2c(oc3ccccc32)c(=O)n1-c1ccccc1)Nc1ccc(F)c(Cl)c1 the results were IP6K1 inh 5, SNCA expr inhib -6% and HEK293 viab 4%.
Screening N#Cc1cccnc1-c1ccc(C(=O)N2CCC(NC(=O)c3cccc(Cl)c3)CC2)cc1 returned IP6K1 inh -2, 3T3 cytotox inconclusive, SNCA expr inhib -12%, HEK cytotox inconclusive, GPT2 inhibitor inactive and HEK293 viab -4%[12.5 µM].
For CN(CCc1ccncc1)C(=O)CCc1ccnc(N2CCCC2)c1 the results were IP6K1 inh -6, 3T3 cytotox -9%, SNCA expr inhib -13%, HEK cytotox -16%, FLuc inh 6%, GPT2 inhibitor 0% and HEK293 viab -11%.
`CCCCN1C(=O)C(CC(=O)N(C)C)Sc2ncccc21` (stereo not drawn) gave IP6K1 inh -6, 3T3 cytotox 1%, SNCA expr inhib 15%, HEK cytotox 5%, FLuc inh 1%, GPT2 inhibitor 1% and HEK293 viab 17%.
`Cc1cccc(NC(=O)Nc2ccc(C)n(CC(=O)NCCC(C)C)c2=O)c1` gave IP6K1 inh -6, 3T3 cytotox -1%, SNCA expr inhib 72%[activator], HEK cytotox 0%, FLuc inh inconclusive, GPT2 inhibitor -22% and HEK293 viab 1%.

From PubChem

These rows are one share of the data (hit frequency here may not be typical).
